Bioassay records deposited in PubChem BioAssay by National Center for Advancing Translational Sciences (NCATS).
MmCpn inh: Inhibitors of TCP-1 ring complex (TRiC) of Methanococcus maripaludis (MmCpn): qHTS; Chaperonin Mm-Cpn (Methanococcus maripaludis); hit rate 0.031% among 330,000; Potency, µM (doses to about 76.9 µM), for the others: at the highest dose activity, negative = inhibition, most hits filed as inhibitors; purified Mm-Cpn ATPase, ADP Transcreener TR-FRET; AID 504842, 2011; further: potency means the concentration at half of the fitted maximal effect; on the % scale 0 is the no-effect control and ±100 the full control effect; nearly all actives have a fitted effect of over 80% in size
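Compound-treated chaperonin, 25 nM final, turns over 10 uM ATP at 37°C for 30 min following a 10 min preincubation; ADP generated competes with ADP-d2 for Eu-cryptate antibody, lowering FRET.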
CCT chaperon mod: High-Throughput Screening for Modulators of Cytosolic Chaperonin Activity. purified chaperonin ATPase assay, HTRF ADP detection, 30 min. activity change, % (concentration not given with the values), hits read low. hit rate 0.3% among 360,000. AID 651819, 2012; in the data active means activity change below about -30%; further: on the % scale 0 is the no-effect control and ±100 the full control effect
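We incubate TRiC, 40 or 20 nM final, with library compounds at 76 uM and 10 uM ATP for 30 min at 37 °C. ADP formed is detected with Transcreener HTRF reagents after 30 min at room temperature.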
TGFb inhibitor: qHTS for Inhibitors of TGF-b | HepG2 CAGA-GFP TGF-b/SMAD3 reporter, GFP fluorescence, 18 h; TGF-beta stimulated, 500 pg/mL final | Potency, µM (top dose mostly 46.1 µM), without a hit: top-dose activity, negative = inhibition, usual class: inhibitors | hit rate 1.2% among 410,000 | AID 588855, 2011; further: potency means the concentration at half of the fitted maximal effect; on the % scale 0 is the no-effect control and ±100 the full control effect; nearly all actives have a fitted effect of over 65% in size
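Read-out: total well GFP (ex488/em500-530) summed from mean per-cell fluorescence. Cells: HEPG2 CAGA-GFP, 1% FBS DMEM, 18 h at 37 degrees C with 500 pg/mL final TGF-beta. Unstimulated wells served as the full-inhibition control; stimulated DMSO wells = 0%.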
Nrf2 ARE act: qHTS of Nrf2 Activators; AREc32 ARE-luciferase reporter (MCF7-derived line), luminescence, 24 h; Potency, µM (highest dose often 46.1 µM), for the others: at the top dose activation, most hits filed as activators; hit rate 0.31% among 410,000; further: potency means the concentration at half of the fitted maximal effect; % of control where 0% means no effect; nearly all actives have a fitted effect of over 65% in size
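AREc32 cells carrying an ARE-driven firefly luciferase reporter were seeded at 1000 cells/well in OPTI-MEM with 5% FBS, then exposed to compound for 24 hr at 37 deg C. Luminescence was read with Steady-Glo after 30 min at RT.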
A549 viability: Nrf2 qHTS screen for inhibitors: counterscreen for cytotoxicity. Potency, µM (top dose mostly 46 µM), for the others: at the highest dose activity change, negative = cytotoxicity, usual class: inhibitors. AID 504648, 2011. hit rate 0.16% among 390,000. A549 ARE-Fluc cells, CellTiter-Fluor viability, 18-24 h; further: potency means the concentration at half of the fitted maximal effect; on the % scale 0 is the no-effect control and ±100 the full control effect
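Cytotoxicity counterscreen: CellTiter-Fluor fluorescence was measured in A549 ARE_Fluc cells after 18-24 h of compound exposure in a concentration series. The subsequent BugLite luminescent read reports ARE-luciferase activity.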
Abeta yeast res: qHTS for compounds that reverse cellular toxicity of Amyloid beta (A-beta) peptide in yeast: Primary Screen; Potency, µM (titrated, usually from 46.1 µM), for inactives: top-dose growth rescue, actives largely listed as activators; hit rate 0.063% among 410,000; AID 1347071, 2019; yeast expressing A-beta42, growth rescue, OD600, 48 h; response scale: 0% DMSO, 100% iron-clioquinol control; further: potency means the concentration at half of the fitted maximal effect; nearly all actives have a fitted effect of over 55% in size
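Growth rescue measured by 600 nm absorbance after 48 h yeast culture at 30 C with compound. Values normalized between DMSO and an equimolar ferric chloride plus clioquinol control.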
Nrf2 block: Nrf2 qHTS screen for inhibitors; A549 ARE-Fluc reporter, luciferase luminescence, 18-24 h; Potency, µM (series often up to 46 µM), inactives show top-dose activity change, negative = inhibition, usual class: inhibitors; hit rate 2.1% among 360,000; further: potency means the concentration at half of the fitted maximal effect; on the % scale 0 is the no-effect control and ±100 the full control effect; nearly all actives have a fitted effect of over 60% in size
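A549 ARE_Fluc cells (5000/well, 5% FBS OPTI-MEM) pre-incubated 2 h, then treated with compounds 18-24 h at 37C/5% CO2 in concentration-response. CellTiter-Fluor viability read first; BugLite luciferase luminescence after 15 min at room temperature gives Nrf2 activity.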
HepG2 viability: qHTS for Inhibitors of TGF-b: Cytotox Counterscreen | Potency, µM (top dose mostly 46.1 µM), inactives show top-dose activity change, negative = cytotoxicity, hits mostly cytotoxic | HepG2 CAGA-GFP viability, ATP luminescence, 18 h | hit rate 0.76% among 410,000; further: potency means the concentration at half of the fitted maximal effect; some results filed as inactive show a strong effect at the top dose
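CellTiter-Glo luminescence gave cytotoxicity after 18 hours at 37 degrees C. The cells were HepG2 CAGA-GFP in 1% FBS DMEM, stimulated with 500 pg/mL TGF-beta after compound addition. %Activity was normalised to no-cell wells (complete cell-killing) and DMSO (no toxicity), and curves were fitted and classified.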
pAkt inh: HTS Assay for Inhibitors of Akt Phophorylation: Primary Screen; hit rate 0.32% among 360,000; activity change, % for hits at 50 µM; AID 651550, 2012; Neuro2A IGF-stimulated pAkt S473 HTRF, 20 min; hits give low values; in the data active means activity change below about -80%; inconclusive means mostly about -51% to -80%; further: on the % scale 0 is the no-effect control and ±100 the full control effect
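Neuro2A cells (4,500/well, DMEM with 0.5% FBS) were treated with compound at a single 50 µM final concentration, stimulated with 6 nM IGF for 20 min at 37 °C, and lysed. Phospho-Akt Ser473 was read by HTRF as 665/615 ratio ×10^4.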
* hit, by the source's call; i = inactive; u = inconclusive; x = no result given; [ ] = dose if it differs, or a comment. Unless noted, the call rests on the fitted dose curve; in most records, active means well fitted curve in the direction sought with a large enough effect; inconclusive means small, poorly fitted or top-dose-only effect, or another doubt; inactive means no such curve, though single readings can be large; an effect the other way counts as inactive or inconclusive.

structure | Nrf2 block | Nrf2 ARE act | HepG2 viability | CCT chaperon mod | pAkt inh | MmCpn inh | Abeta yeast res | TGFb inhibitor | A549 viability
CCN(CCCNC(=O)C1CCN(S(=O)(=O)c2cnc[nH]2)CC1)c1ccccc1 | 4% | 0.4% | 9% | 1.7 | i | -1% | -4% | -1% | 1%
CCOc1ccc(N(C(=O)c2snc(C(N)=O)c2N)C(C(=O)NCC2CCCO2)c2ccco2)cc1 (stereo unspecified) | -24% | 3.1% | -9% | 0.6 | i | 0% | 0% | 1% | -16%
CCNS(=O)(=O)c1cc(-c2nnc(OC)c3ccccc23)ccc1C | -29% | 3.9% | -26% | -2.2 | i | 2% | 5% | -28% | -2%
CCOC(=O)C1CCCCN1C(=O)c1oc2c(Cl)cc(C)cc2c1C (stereo unspecified) | 6% | 3.9% | 0% | 0.6 | i | -1% | -6% | -46% | -9%
Cc1ccc(SC(CC(=O)c2ccc(C)cc2)C(=O)O)cc1 (stereo unspecified) | -23% | u | -28% | -1.4 | i | 1% | -71%[inhibitor] | -6% | -9%
COC(=O)c1cc(S(=O)(=O)N2CCC(C)CC2)ccc1F | u | -0.8% | 2% | -2.2 | i | 4% | 1% | 6% | 21%
CCOC(=O)c1ccc(NC2c3ncccc3C(=O)N2Cc2ccc(F)cc2)cc1 (stereo unspecified) | -27% | 2.7% | 0% | 2.9 | i | -18% | -26% | -16% | -21%
CCCC(C)NC(=O)Cn1c(=O)c2c(ncn2CCC(C)C)n(Cc2ccccc2)c1=O (stereo unspecified) | -7% | 3.5% | -53% | 1.5 | i | 2% | 3% | -29% | -8%
CCOC(=O)CCC(=O)Nc1ccc(S(=O)(=O)N2CCc3ccccc32)cc1 | 3% | 0.2% | 2% | 0.2 | i | 0% | 10% | -3% | 0%
Cc1csc(C(=O)O)c1NC(=O)c1ccc(F)cc1 | 2% | 0.0% | 5% | -2.0 | i | -1% | -1% | 0% | 3%
COc1ccc(CCN(C)S(=O)(=O)c2cn(C)c(=O)n(C)c2=O)cc1OC | 4% | 0.3% | 6% | -0.9 | i | u | -12% | 8% | 4%
O=C(O)COc1ccc2c(c1)OCCO2 | -10% | -0.7% | 0% | -0.7 | i | 1% | 3% | -14% | -9%
Clc1ccc2nc(C(Cl)(Cl)Cl)[nH]c2c1 | x | 0.1% | -46% | 0.0 | i | x | -7% | 1% | x
O=C(CSc1ccc2nnc(CCNC(=O)c3ccc(F)cc3)n2n1)NCC1CCCO1 (stereo unspecified) | -5% | -0.8% | 48% | -0.8 | i | -1% | -10% | u | -9%
CS(=O)(=O)N1CCc2cc(S(=O)(=O)Nc3ccc4c(c3)OCCO4)ccc21 | u | 0.7% | -26% | -1.2 | i | -1% | 29% | u | -12%
O=C(C(c1ccccc1)c1ccccc1)N1CC[C@@]2(O)CCCC[C@H]2C1 | -21% | 0.2% | -35% | -3.1 | i | 2% | 7% | 7% | 0%
COCCn1nnnc1C(c1ccc(Cl)cc1)N1CCN(C(=O)c2ccco2)CC1 (stereo unspecified) | -26% | 0.1% | -15% | -0.6 | i | -3% | -6% | 11% | 5%
COc1ccc(-n2c(CNC(=O)COc3ccc(Cl)cc3)n[nH]c2=S)cc1 | -14% | 0.4% | -8% | 0.1 | i | 1% | -11% | u | 1%
CCc1ccccc1NC(=O)CN1C(=O)c2cccnc2Sc2ccccc21 | u | 8.1% | -32% | x | x | x | -6% | -24% | 15%
CCOc1ccc(OCC)c(NC(=O)C2C3C=CC(O3)C2C(=O)NCc2ccco2)c1 (stereo unspecified) | 4% | 3.1% | -14% | -1.9 | i | -3% | -5% | 19% | -1%
Cc1ccc(F)c(NC(=O)c2cncn2-c2ccccc2)c1 | 5% | 1.7% | -2% | -0.3 | i | -1% | -5% | -1% | 2%
CCCN(CCC)c1nc(N(CCC)CCC)[nH]c(=O)n1 | 12% | -0.4% | -10% | -1.1 | i | 4% | -2% | 5% | 1%
CCN(CC)S(=O)(=O)c1cccc(-c2n[nH]c(=S)n2C)c1 | -1% | 0.6% | 5% | -0.8 | i | -2% | -5% | -2% | 2%
COC(=O)CCCC1=CC2=C(c3ccccc3)C(=O)C(C)(OC(=O)C3CCCC3)C(=O)C2=CN1CCCCO (stereo unspecified) | 0% | -0.2% | -6% | -0.7 | i | 2% | -14% | -3% | -14%
Nc1ccn(CC(=O)NCc2ccccn2)c(=O)n1 | u | 0.2% | 2% | -2.2 | i | 1% | 3% | 4% | 0%
COc1ccc(CNC(=O)C2CCC(=O)N(CC3CCCCC3)C2)cc1 (stereo unspecified) | -8% | 0.2% | -21% | -0.2 | i | -2% | -4% | -12% | 1%
CCC(C)NC(=O)C(NS(=O)(=O)c1ccc2c(c1)c(=O)n(C)c(=O)n2C)c1ccccc1 (stereo unspecified) | -14% | -0.2% | 6% | 0.5 | i | -1% | 31% | 1% | -1%
CCN(c1ccccc1)S(=O)(=O)c1cccc(C(=O)NCC(c2cccs2)N(C)C)c1 (stereo unspecified) | -1% | 5.4% | 2% | -6.1 | i | -3% | -8% | -3% | 1%
COc1ccc(C(=O)NCC(c2ccc3c(c2)OCO3)N2CCN(C)CC2)cc1OC (stereo unspecified) | x | 3.8% | -2% | x | x | x | -15% | -11% | 4%
Cc1c(NC(=O)CN2C(=O)NC3(CCCC3)C2=O)c(=O)n(-c2ccccc2)n1C | 1% | 0.1% | -38% | -4.4 | i | 0% | 13% | 1% | -3%
Cc1cc(C)c(S(=O)(=O)N2CCN(C(=O)C3CC3)CC2)c(C)c1 | -5% | 0.4% | 1% | -4.0 | i | 1% | -2% | -5% | 2%
CC(C(=O)N1CCN(C)CC1)N1C(=O)c2ccccc2C1=O (stereo unspecified) | 19% | -0.3% | -2% | -2.1 | i | 1% | -11% | 0% | 8%
O=C(NC1(C(F)(F)F)C(=O)Nc2c1c(=O)[nH]c(=O)n2-c1ccc(F)cc1)c1ccccc1 (stereo unspecified) | 9% | -0.3% | 115% | x | x | x | -10% | 114%[activator] | -3%
CC1=CC(c2ccccc2)n2nc(NS(=O)(=O)c3ccc(C)cc3)nc2N1 (stereo unspecified) | 3% | -0.5% | -3% | -0.6 | x | -18% | 4% | -2% | u
CC(=O)Nc1ccccc1S(=O)(=O)CC1CC1(Cl)Cl (stereo unspecified) | -5% | -2.6% | 3% | -2.9 | i | 2% | 3% | 1% | 1%
CC(=O)Nc1ccc(CNc2nc(NCC3CC3)nc3ccsc23)cc1 | x | 14% | -30% | 0.0 | i | x | -19% | -1% | x
Cc1[nH]c2ccccc2c1N=Nc1cccc(C(=O)O)c1 | u | 3.1% | 3% | 0.3 | i | -8% | -35%[inhibitor] | 9% | -14%
CCOc1ccc(-c2noc([C@@H]3O[C@H](CO)[C@@H](O)[C@H]3O)n2)cc1 | x | 0.5%[9.22 µM] | -11% | 0.1 | i | x | 10% | 12% | x
Cc1c(Cl)cccc1N1CC(C(=O)Nc2nccs2)CC1=O (stereo unspecified) | 2% | -0.8% | 2% | -0.1 | i | -1% | 8% | -2% | -10%
CC(c1ccccc1)n1cc(C(=O)NCCN2CCOCC2)nn1 (stereo unspecified) | -4% | -0.3% | -11% | -0.5 | i | 0% | 1% | -9% | 2%
CCC(CC)C(=O)Nc1cccc(C(=O)N2CCOCC2)c1 | 7% | -0.5% | -1% | 0.8 | i | 3% | 6% | -2% | 0%
COC(=O)c1cc(=O)nc2scc(C)n12 | 2% | -0.5% | -3% | -0.4 | i | -1% | -4% | -21% | -13%
COc1ccc2oc(N)c(C=O)c(=O)c2c1 | -4% | 2.7% | -6% | -0.5 | i | 2% | -8% | -9% | 2%
COc1ccc(CN2CCC(n3nccc3NC(=O)C3CCCC3)CC2)c(OC)c1 | -6% | 0.1% | -45% | -2.8 | i | -20% | 2% | 0% | 5%
C=CCN1C(=O)C(Cc2ccc(OC)cc2)SC1=Nc1ccc(C(=O)O)cc1 (stereo unspecified) | -8% | -0.5% | 0% | 2.7 | i | 0% | -7% | -6% | -13%
CCCCNCc1cc(Br)c(OCC(=O)NCc2ccccc2)c(OC)c1 | 3% | -0.6% | -16% | 0.8 | i | 0% | -21% | 0% | 1%
COc1ccc(NC(=O)c2ccco2)cc1NC(=O)c1cc(Cl)ccc1OC | -19% | 2.7% | 0% | x | x | x | 4% | -8% | -5%
O=C(NCc1ccc2c(c1)OCO2)C(=S)N1CCOCC1 | 0% | 0.4% | 0% | -0.4 | i | 1% | 4% | -1% | -6%
CCOC(=O)N1CCC(NC(=O)C2CCN(S(=O)(=O)c3c(C)noc3C)CC2)CC1 | -16% | 0.4% | -22% | -1.7 | i | u | -1% | -15% | 0%

An excerpt from the list above, for reference:
structure | Nrf2 block | Nrf2 ARE act | HepG2 viability | CCT chaperon mod | pAkt inh | MmCpn inh | Abeta yeast res | TGFb inhibitor | A549 viability
COc1ccc(NC(=O)c2ccco2)cc1NC(=O)c1cc(Cl)ccc1OC | -19% | 2.7% | 0% | x | x | x | 4% | -8% | -5%
O=C(NCc1ccc2c(c1)OCO2)C(=S)N1CCOCC1 | 0% | 0.4% | 0% | -0.4 | i | 1% | 4% | -1% | -6%
CCOC(=O)N1CCC(NC(=O)C2CCN(S(=O)(=O)c3c(C)noc3C)CC2)CC1 | -16% | 0.4% | -22% | -1.7 | i | u | -1% | -15% | 0%
